Tb PGK inh: inhibitors of T. brucei phosphoglycerate kinase; P07378; PGK/GAPDH coupled, Kinase-Glo luminescence, 60 min; Potency, µM (titrated, usually from 57.5 µM), for the others: top-dose activity change, negative = inhibition, usual class: inhibitors; 380,000 compounds, 0.043% hits; note: potency is the fitted concentration of half-maximal effect; % is set by controls: 0 for no effect and ±100 for the full control effect; nearly all actives have a fitted effect of over 60% in size
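Luminescent ATP detection (Kinase-Glo Plus) follows a 60-minute room-temperature incubation, with wells lacking PGK as controls. Buffer: 100 mM TEA (pH 7.6), 5 mM MgCl2, 0.01% Tween-20. Coupling enzyme GAPDH (100 nM final) supplies unstable 1,3-BPG in-well.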
BAZ2B inh: inhibitors of human BAZ2B bromodomain | Q9UIF8 | AID 504333 | AlphaScreen BAZ2B-H3K14Ac peptide displacement | Potency, µM (series often up to 114 µM), inactives show at the highest dose activity change, negative = inhibition, actives largely listed as inhibitors | 360,000 compounds, 4.4% hits; note: potency is the fitted concentration of half-maximal effect; % is set by controls: 0 for no effect and ±100 for the full control effect; nearly all actives have a fitted effect of over 60% in size
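Protein-peptide AlphaScreen: BAZ2B 50 nM, b-H3K14Ac 50 nM, 1x PBS pH 7.4 + 0.01% Tween-20. Preincubation 30 min RT; cpd 30 min RT (top 110 uM); beads 20 min RT, light-protected.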
JMJD2A Tudor inh: blocks the human JMJD2A Tudor domain. AlphaScreen JMJD2A-Tudor / H3K4me3 peptide binding. O75164. 390,000 compounds, 4.4% hits. Potency, µM (series often up to 114 µM), for inactives: at the top dose activity change, negative = inhibition, most hits filed as inhibitors; note: potency is the fitted concentration of half-maximal effect; % is set by controls: 0 for no effect and ±100 for the full control effect; nearly all actives have a fitted effect of over 50% in size
Target sequence (O75164 whole entry, looked up, the tested form may be a part): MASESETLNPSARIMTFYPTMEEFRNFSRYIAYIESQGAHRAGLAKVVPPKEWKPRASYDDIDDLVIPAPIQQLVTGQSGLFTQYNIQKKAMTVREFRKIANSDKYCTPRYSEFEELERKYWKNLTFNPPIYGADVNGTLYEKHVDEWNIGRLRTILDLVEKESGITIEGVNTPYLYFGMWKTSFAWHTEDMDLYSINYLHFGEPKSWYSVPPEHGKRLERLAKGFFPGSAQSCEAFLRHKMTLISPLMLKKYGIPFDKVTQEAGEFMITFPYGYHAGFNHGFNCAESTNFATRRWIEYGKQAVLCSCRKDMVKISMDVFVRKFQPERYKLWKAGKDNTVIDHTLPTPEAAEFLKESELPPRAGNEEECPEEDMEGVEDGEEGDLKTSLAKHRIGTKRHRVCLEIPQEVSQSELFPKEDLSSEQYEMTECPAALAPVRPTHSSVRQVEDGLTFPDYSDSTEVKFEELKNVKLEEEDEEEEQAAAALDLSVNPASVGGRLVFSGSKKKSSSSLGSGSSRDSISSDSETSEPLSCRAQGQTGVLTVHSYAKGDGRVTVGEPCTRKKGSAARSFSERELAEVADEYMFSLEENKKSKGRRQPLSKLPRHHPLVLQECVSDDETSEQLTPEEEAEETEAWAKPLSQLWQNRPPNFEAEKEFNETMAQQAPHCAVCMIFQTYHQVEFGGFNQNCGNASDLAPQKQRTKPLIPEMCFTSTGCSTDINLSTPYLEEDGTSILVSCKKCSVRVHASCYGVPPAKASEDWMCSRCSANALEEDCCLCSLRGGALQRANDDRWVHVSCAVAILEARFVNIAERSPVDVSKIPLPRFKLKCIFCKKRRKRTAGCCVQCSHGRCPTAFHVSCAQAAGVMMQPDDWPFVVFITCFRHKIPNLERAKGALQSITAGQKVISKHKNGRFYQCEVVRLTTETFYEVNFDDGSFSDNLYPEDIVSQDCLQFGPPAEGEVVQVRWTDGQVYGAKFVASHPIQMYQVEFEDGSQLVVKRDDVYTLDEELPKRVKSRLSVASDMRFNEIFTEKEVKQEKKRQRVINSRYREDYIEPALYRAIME
PI4K2A block: inhibitors of human PI4K2A. Q9BTU6. purified PI4K2A, ADP-Glo luminescence, 1 h; stronger effect = lower value. activity change, negative = inhibition, % at 76.9 µM. 420,000 compounds, 0.13% hits; in the data active = activity change below about -50%; inconclusive = mostly about -30% to -49%;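 note: -100% = wells without enzyme as full effect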
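Compounds are screened against recombinant PI4K2A using PI as substrate and ATP, the latter dispensed at 300 microM. Reactions run one hour at ambient temperature before ADP-Glo detection; full inhibition defined by wells lacking enzyme.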
POLH inh: blocks human DNA polymerase eta activity; 390,000 compounds, 1.2% hits; recombinant Pol eta, fluorescent DNA replication assay; AID 588591; Potency, µM (highest dose often 114 µM), for the others: at the top dose activity change, negative = inhibition, most hits filed as inhibitors; Q9Y253; note: potency is the fitted concentration of half-maximal effect; % is set by controls: 0 for no effect and ±100 for the full control effect
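Pol eta (10 nM) was preincubated with compounds for 15 min at room temperature, after which fluorescent replication substrate (50 nM final) was added to start the reaction. Fluorescence was read kinetically at 0 and 10 min.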
G9a inh: blocks human histone lysine methyltransferase G9a. Potency, µM (titrated, usually from 102 µM), for the others: at the top dose activity, negative = inhibition, usual class: inhibitors. 350,000 compounds, 8.8% hits. AID 504332. G9a H3K9 monomethylation, AlphaScreen, 2 h; note: potency is the fitted concentration of half-maximal effect; % is set by controls: 0 for no effect and ±100 for the full control effect; nearly all actives have a fitted effect of over 75% in size
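G9a (20 nM) was preincubated 15 min with compound, then reacted 2 h at room temperature with 500 nM biotin-H3K9 peptide and 20 µM SAM. Monomethyl-H3K9 detected by AlphaScreen using anti-H3K9me1 antibody.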
GLS inhibitor: blocks human kidney-isoform glutaminase activity; GLS enzymatic activity, qHTS titration; Potency, µM (top dose mostly 45.5 µM), for inactives: top-dose activity change, negative = inhibition, most hits filed as inhibitors; 410,000 compounds, 0.21% hits; note: potency is the fitted concentration of half-maximal effect; % is set by controls: 0 for no effect and ±100 for the full control effect
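hKGA; 45 mM KH2PO4 pH 8.2 + 0.02% Tween-20; cpd via pin tool; 1 mM Gln soln; GluOx/HRP/Amplex Red; RT 30 min; fluor. t0 & final.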
HP1b binding inh: HP1-beta chromodomain-methylated histone interaction inhibition. P83916. AlphaScreen HP1-beta / biotin-H3K9me3 peptide binding. Potency, µM (series often up to 114 µM), inactives show at the top dose activity change, negative = inhibition, usual class: inhibitors. 390,000 compounds, 0.56% hits; note: potency is the fitted concentration of half-maximal effect; nearly all actives have a fitted effect of over 70% in size; inactives centre near 23
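HP1-beta protein (50 nM final) preincubated 30 min at room temperature with biotinylated H3(1-18)K9me3 peptide (50 nM) in PBS pH 7.4, 0.01% Tween-20, then compound added for 30 min. AlphaScreen streptavidin donor/nickel chelate acceptor beads (10 ug/mL final), 30 min dark, luminescence read.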
Pin1 inh: blocks the human prolyl isomerase Pin1 | 390,000 compounds, 0.009% hits | Pin1 FP peptide displacement, HiFluor488, 10 min | AID 504891 | Potency, µM (doses to about 115 µM), for inactives: at the highest dose activity, negative = inhibition, actives largely listed as inhibitors | Q13526; active = well fitted inhibition curve with a large enough effect in the polarisation, with a control signal flat, not every such curve was filed as active; inconclusive = small, poorly fitted or top-dose-only effect, or effect the other way, or a change in a side signal; inactive = no such curve, though single readings can be large or run the other way; the % refers to the polarisation; note: potency is the fitted concentration of half-maximal effect; % is set by controls: 0 for no effect and ±100 for the full control effect
Active calls of the source: *; i = inactive; ? = inconclusive; . = not tested or not shown; [ ] = dose if it differs, or a comment. Unless noted, calls come from the whole dose curve; as a rule, active = well fitted curve in the direction sought with a large enough effect; inconclusive = small, poorly fitted or top-dose-only effect, or another doubt; inactive = no such curve, though single readings can be large; an effect the other way counts as inactive or inconclusive. A portion of the library; rates above refer to the full screens.

SMILES	Tb PGK inh	BAZ2B inh	JMJD2A Tudor inh	PI4K2A block	POLH inh	G9a inh	GLS inhibitor	HP1b binding inh	Pin1 inh
CN(C)S(=O)(=O)c1ccc(Oc2ccccc2)cc1	1%	20%	5%	1	6%	25%	-1%	38%[activator]	-12%
COc1ccc(S(=O)(=O)N2CCOCC2)cc1NC(=O)CCc1nc2ccccc2c(=O)[nH]1	3%	-17%	-4%	4	-1%	?	-2%	10%	2%
Cc1ccccc1S(=O)(=O)Cc1ccc(C(=O)NCc2ccc(F)cc2)o1	-10%	7%	-15%	-2	-20%	-31%	-2%	18%	-3%
COc1ccc(S(=O)(=O)n2c(C)nc3ccccc32)cc1C	i	-16%	-3%	0	-15%	-11%	1%	30%	8%
CCOCCCn1c(=N)c(C(=O)NCc2ccccc2)cc2c(=O)n3ccccc3nc21	i	3%	-12%	-1	-13%	-32%[59 µM]	-3%	16%	2%
Cc1ccc(-n2c(=S)[nH]c3c(oc4ccccc43)c2=O)cc1	-1%	-6%	-9%	-2	-24%	?	-6%	29%	-10%
O=C1C(CN2CCCC2)CCCC1CN1CCCC1 (stereo not drawn)	-1%	.	-8%	0	-19%	.	-7%	50%[activator]	-20%
Cc1ccc(/C=N/Nc2cccc(C(=O)O)c2)s1	-2%	-35%	?	-3	?	?	12%	5%	-8%
CCOC(=O)CSc1ccc2nnc(CCNS(=O)(=O)c3ccc(C)cc3)n2n1	2%	2%	-10%	7	-8%	-32%	-2%	35%	1%
CCOC(=O)Cn1nc(C)cc1NC(=O)c1cccnc1	-2%	-1%	-8%	6	6%	-19%	6%	10%	1%
C/C=N/NC(=O)CCNC(=O)c1ccccc1	-8%	21%	-14%	-5	-3%	8%[59 µM]	-1%	38%	7%
COC/C=C/C1=CC2=CC(=O)C(C)(OC(=O)c3cnc4ccccc4n3)C(=O)C2=CN1C1CC1 (stereo not drawn)	10%	.	-29%	-18	?	.	-10%	5%	?
Cc1ccc(Nc2c(F)c(F)c(F)c(F)c2C(=O)O)cc1	-4%	-21%	-15%	6	-17%	?	-14%	41%[activator]	3%
COc1cc(-c2ccc3sc(-c4ccsc4)c(C#CCO)c3c2)cc(OC)c1OC	i	?	-12%	6	-11%	2%[0.501 µM]	3%	32%	7%
COc1ccc(CC(=O)N(C)C2CCCCC2)cc1S(=O)(=O)N1CCOCC1	2%	-13%	-13%	5	-8%	1%	0%	6%	1%
COC(=O)[C@H](C)NC(=O)Nc1ccc(OC)cc1OC	-2%	6%	0%	7	-8%	-4%	3%	25%	-3%
CC(=O)c1c(N2CCOCC2)nc(=S)n(-c2ccc([N+](=O)[O-])cc2)c1C	5%	2%	-22%	1	-12%	-4%	5%	25%	-1%
COc1ccc(Nc2cc(C(=O)NCCCN3CCN(C)CC3)c3ccccc3n2)c(OC)c1	-9%	?	?	0	4%	-35%[12.7 µM]	38%[activator]	-9%	1%
COC(=O)CN1C(=O)N/C(=C/c2cc(OC)c(OC)cc2C)C1=O	-7%	-15%	-9%	0	-10%	13%	-1%	52%[activator]	1%
COCCN1C2=C(C(=O)CC(C)(C)C2)C(c2ccc(OC)c(OC)c2)C2=C1CC(C)(C)CC2=O	2%	1%	3%	1	6%	40%	3%	24%	-11%
CCOc1ccc(C(=O)NC(=S)Nc2ccc(NC(=O)c3ccco3)cc2)cc1[N+](=O)[O-]	i	12%	-5%	0	?	38%[activator][59 µM]	-5%	19%	2%
CC(C)COC(=O)N(C)C[C@H]1OCc2cnnn2CCCC(=O)N([C@H](C)CO)C[C@H]1C	-7%	.	.	3	-10%	.	0%	.	.
COc1ccc(-c2nnc(NC(=O)c3ccc(S(=O)(=O)N4CCCc5ccccc54)cc3)o2)cc1	-3%	2%	-35%	-4	1%	22%[2.33 µM]	14%	2%	-1%
CCOC(=O)c1cnc(-n2nc(C)cc2C)nc1Nc1cccc(C(=O)O)c1	i	4%	89µM*	1	-4%	10µM*	3%	31%	11%
O=C(NC1=NCCS1)c1ccc(Cl)s1	-3%	0%	-8%	5	-3%	?	-7%	23%	-1%
Cc1ccccc1CNC(=O)c1ccc2c(c1)N(Cc1ccccc1)CCS2	.	-18%	-17%	0	.	8%[59 µM]	3%	54%[activator]	11%
COC(=O)c1ccccc1NC(=O)CN1CCCCC1	1%	4%	1%	-6	-16%	20%[59 µM]	1%	29%	-1%
CN1CCC(OC(=O)c2cc3cc(Br)ccc3oc2=O)CC1	-1%	7%	0%	2	6%	.	30%	39%	-13%
CCOc1nc(OCC)nc(N2CCC(C)CC2)n1	i	26%	-19%[11.4 µM]	-4	-9%	22%[59 µM]	2%	61%[activator]	-5%
O=C(N/N=C/c1ccc2cccc(OCc3ccccc3)c2n1)c1ccc(Cl)cc1	-1%	-6%	-17%[57.1 µM]	6	?	?	1%	29%	10%
Clc1cccc(N2CCN(CCCN3CCN(c4ccccc4)CC3)CC2)c1	-7%	.	?	3	-19%	.	18%	-22%[57 µM]	-5%
NC1=NC[C@@H](CC2CCCCC2)N1CCc1cc(C(F)(F)F)cc(C(F)(F)F)c1	1%	.	-16%	-10	-12%	.	-4%	17%	?
Cc1ccc(CN(Cc2ccco2)c2cnc(S(C)(=O)=O)nc2C(=O)Nc2ccc(Br)cc2)o1	5%	?	-20%	-3	-28%	-4%[59 µM]	-2%	21%	5%
Cc1cnc(C(=O)OCC(=O)Nc2oc(-c3ccccc3)c(-c3ccccc3)c2C#N)cn1	i	-57%	56µM*	1	-4%	50µM*	-7%	-11%	12%
Cc1ccc(-c2c(CN3CCN(c4cccc(C(F)(F)F)c4)CC3)csc2C)cc1	-11%	-37%	-7%	-5	-25%	-5%[59 µM]	-1%	23%	3%
CCOC(=O)[C@H]1O[C@@H]1C(=O)N[C@@H](CC(C)C)C(=O)NCCC(C)C	-6%	-9%	-12%	2	-17%	7%[59 µM]	5%	30%	-13%
CC(=O)c1ccc(NC(=O)/C(=C\c2ccccc2)NC(=O)/C=C/c2ccccc2)cc1	8%	-1%	-13%	4	-3%	-3%	-9%	33%	9%
CCCC(=O)Nc1ccc(C(=O)Nc2nnc(COC)s2)cc1	-14%	-6%	-20%	-2	2%	0%[0.501 µM]	-6%	22%	2%
C(=NCCCN1CCOCC1)c1ccc2c(c1)OCO2	-12%	9%	-2%	1	-2%	-1%[59 µM]	-8%	25%	0%
NC(=O)NN=C(C1CC1)C1CC1	-6%	.	-4%	-7	-6%	.	-6%	9%	-10%
CC1(C)O[C@@H]2[C@H](O1)[C@@H](COS(=O)(=O)O)O[C@H]2n1ccc(=O)[nH]c1=O	1%	11%	-15%	2	-13%	2%[2.33 µM]	-2%	32%	-3%
COC(=O)c1sccc1N/C=C(\C#N)S(=O)(=O)C(C)(C)C	-7%	-5%	79µM*	-2	3%	-2%	-8%	-1%	0%
O=C(Nc1ccccc1)N(C1=NCCC1)c1ccc(OC(F)F)cc1	-3%	0%	22%	0	-6%	21%	12%	79%[activator]	-6%
Cc1cc(Br)ccc1OCCCCN1CCC(C)CC1	-1%	?	2.5µM*	3	-21%	11µM*	-9%	?	-7%
CCn1nnc2cc(C(=O)Nc3cccc(Cl)c3C)ccc21	-5%	-1%	20%	3	5%	-11%[59 µM]	2%	21%	4%

An excerpt of the results above:
SMILES	Tb PGK inh	BAZ2B inh	JMJD2A Tudor inh	PI4K2A block	POLH inh	G9a inh	GLS inhibitor	HP1b binding inh	Pin1 inh
Clc1cccc(N2CCN(CCCN3CCN(c4ccccc4)CC3)CC2)c1	-7%	.	?	3	-19%	.	18%	-22%[57 µM]	-5%
NC1=NC[C@@H](CC2CCCCC2)N1CCc1cc(C(F)(F)F)cc(C(F)(F)F)c1	1%	.	-16%	-10	-12%	.	-4%	17%	?

(listing goes on)
SMILES	Tb PGK inh	BAZ2B inh	JMJD2A Tudor inh	PI4K2A block	POLH inh	G9a inh	GLS inhibitor	HP1b binding inh	Pin1 inh
Cc1cc(C)c(NC(=O)CSc2nnc(CNC(=O)c3c(F)cccc3Cl)o2)c(C)c1	-8%	-3%	-7%	-2	-21%	16%	1%	42%[activator]	-9%
Cc1ccc(Cl)cc1NC(=O)CC1Sc2ccccc2NC1=O (stereo not drawn)	3%	2%	-2%	1	0%	-30%[59 µM]	-5%	38%	7%
Cc1ccc(CNC(=O)N2CCN(C)CC2)cc1	-4%	32%	-4%	1	1%	6%[59 µM]	-3%	26%	?
O=C(OC1CCOC1=O)c1cc(-c2ccc(Cl)cc2)nc2ccccc12 (stereo not drawn)	-9%	-4%	-18%	11	-13%	39%[12.7 µM]	4%	10%	0%
Cn1c(CN2CCOCC2)nnc1SCc1ccc(C#N)cc1	-23%	-8%	12%	4	-10%	.	0%	70%[activator]	7%
COc1cc2[nH]c(O)c(C=O)c2cc1OC	-3%	.	-18%	5	-9%	.	4%	5%[57 µM]	-4%
CC1(C)Cc2c(sc(NC(=O)C(=O)NCC3CCCO3)c2C(N)=O)CO1 (stereo not drawn)	-1%	0%	6%	0	-17%	-22%	5%	25%	-2%
CCOc1ccc(N2C(=O)/C(=C/c3ccccn3)SC2=S)cc1	i	2%	-12%	-2	-2%	8%	0%	8%	-3%
CC(C)C(OC(=O)C1CCCO1)C(=O)NC1CCCC1 (stereo not drawn)	-7%	3%	0%	5	-9%	3%[59 µM]	-2%	14%	-10%

High-throughput results (PubChem)
